AmpC inh no detg – blocks E. coli AmpC beta-lactamase in detergent-free assay; Potency, µM (doses to about 57.1 µM), for inactives: at the highest dose activity change, negative = inhibition, hits mostly inhibitors; AmpC nitrocefin hydrolysis, absorbance 480 nm, 0.0001% Triton; AID 485341; 330,000 compounds, 0.52% hits;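 also: potency is read from the fitted curve at half-maximal effect; plate controls were no compound for no effect and no enzyme for full effect; nearly all actives have a fitted effect of over 20% in size; some results filed as inactive show a strong effect at the top dose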
Target sequence (P00811 whole entry, looked up): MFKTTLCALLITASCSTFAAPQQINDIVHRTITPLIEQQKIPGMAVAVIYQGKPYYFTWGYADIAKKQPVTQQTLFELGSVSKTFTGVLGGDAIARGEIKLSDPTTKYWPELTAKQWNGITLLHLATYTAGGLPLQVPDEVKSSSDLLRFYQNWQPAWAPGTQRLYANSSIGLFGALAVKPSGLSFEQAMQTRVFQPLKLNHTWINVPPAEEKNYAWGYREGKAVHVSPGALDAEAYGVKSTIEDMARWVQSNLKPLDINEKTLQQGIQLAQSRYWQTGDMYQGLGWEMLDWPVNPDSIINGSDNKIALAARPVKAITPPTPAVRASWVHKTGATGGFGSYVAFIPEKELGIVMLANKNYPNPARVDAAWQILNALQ
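20 mM phosphate pH 7.0 + 0.01% (detergent screen) or 0.0001% Triton X-100; 5.3 nM AmpC reagent; cpd preinc 15 min RT; nitrocefin (800 uM stock) to start; A480 q20 s × 4 min; Activity was normalised to no-enzyme and no-compound control wells.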
AMA1-RON2 inh – inhibitors of Plasmodium falciparum AMA1-RON2 interaction; AlphaScreen AMA1-biotinylated RON2 peptide binding; Potency, µM (highest dose often 58.2 µM), without a hit: at the highest dose activity change, negative = inhibition, most hits filed as inhibitors; 360,000 compounds, 0.2% hits;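 also: potency is read from the fitted curve at half-maximal effect; 0% = vehicle wells and -100% = peptide control; nearly all actives have a fitted effect of over 45% in size; some results filed as inactive show a strong effect at the top dose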
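AMA1 (3D7) with his tag at 25 nM final met compounds first, then biotinylated RON2 peptide at 25 nM; detection used donor plus acceptor beads, 10 µg/mL apiece, read by AlphaScreen after 30 min at room temperature.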
Giardia FBPA inh – Giardia lamblia aldolase inhibition. A8B2U2. purified Giardia FBPA. Potency, µM (titrated, usually from 59.6 µM), for inactives: top-dose activity, negative = inhibition, hits mostly inhibitors. 290,000 compounds, 0.71% hits; also: potency is read from the fitted curve at half-maximal effect; nearly all actives have a fitted effect of over 55% in size
Target sequence (A8B2U2 whole entry, looked up): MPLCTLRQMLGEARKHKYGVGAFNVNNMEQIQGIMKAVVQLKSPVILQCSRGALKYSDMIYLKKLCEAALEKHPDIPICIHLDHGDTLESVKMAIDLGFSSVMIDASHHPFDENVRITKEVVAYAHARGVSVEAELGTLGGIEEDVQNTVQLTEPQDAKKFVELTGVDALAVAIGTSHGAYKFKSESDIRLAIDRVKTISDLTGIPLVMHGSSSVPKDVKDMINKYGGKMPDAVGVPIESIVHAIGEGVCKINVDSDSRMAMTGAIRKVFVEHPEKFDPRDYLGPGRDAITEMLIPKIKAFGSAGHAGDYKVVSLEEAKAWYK
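Giardia FBPA (40 nM reagent) was preincubated 10 min at RT with compound (up to 57.5 uM final), then substrate plus GAPDH/TPI/NAD/arsenate coupling system with diaphorase/resazurin was added; resorufin fluorescence (525/598 nm) was read after 20 min.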
Sm TGR inh – blocks Schistosoma mansoni thioredoxin glutathione reductase; 360,000 compounds, 3% hits; Potency, µM (top dose mostly 114 µM), without a hit: top-dose activity change, negative = inhibition, actives largely listed as inhibitors; Q962Y6; purified TGR, DTNB reduction, TNB absorbance 405 nm; also: potency is read from the fitted curve at half-maximal effect; nearly all actives have a fitted effect of over 60% in size
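First, TGR (20 nM dispensed) and NADPH were mixed with compound. Second, a 15 min room-temperature incubation followed. Third, further NADPH and then DTNB were added to start the reaction. Finally, TNB absorbance was monitored kinetically.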
HCMV inh – blocks human cytomegalovirus replication; HFF cells, HCMV-luciferase reporter, 72 h; active compounds read low; activity change, negative = inhibition, % at 57.5 µM; 410,000 compounds, 4.5% hits; in the data active = activity change below about -60%; inconclusive = no clear call, values can overlap the other calls; inactive = above about -39%
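Two compound doses tested in HFFs infected with HCMV-luciferase, MOI 1 PFU/cell, 72 h at 37C. Lysate luminescence read with OneGlo; data normalized against buffer-only and 10uM Salinomycin inhibitor controls.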
AmpC inh detg – inhibitors of E. coli AmpC beta-lactamase with detergent | P00811 | Potency, µM (series often up to 114 µM), without a hit: top-dose activity change, negative = inhibition, hits mostly inhibitors | AmpC hydrolysis of nitrocefin, absorbance 480 nm, 0.01% Triton | 370,000 compounds, 0.041% hits;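 also: potency is read from the fitted curve at half-maximal effect; 0% = no-compound wells and -100% = no-enzyme wells; nearly all actives have a fitted effect of over 25% in size; some results filed as inactive show a strong effect at the top dose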
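20 mM phosphate pH 7.0 + 0.01% (detergent screen) or 0.0001% Triton X-100; 5.3 nM AmpC reagent; cpd preinc 15 min RT; nitrocefin (800 uM stock) to start; A480 q20 s × 4 min; Activity was normalised to no-enzyme and no-compound control wells.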
* hit, by the source's call; ? = inconclusive; . = not tested or not shown; [ ] = dose if it differs, or a comment. Unless noted, calls follow the shape of the dose curve; as a rule, active = well fitted curve in the direction sought with a large enough effect; inconclusive = small, poorly fitted or top-dose-only effect, or another doubt; inactive = no such curve, though single readings can be large; an effect the other way counts as inactive or inconclusive. Unless noted, % is scaled to controls: 0 for no effect and ±100 for the full control effect. No enrichment for hits; 7.8% or so of the library scored in one or more.

1: CCOc1ccccc1N(CC(=O)NC1CCCC1)C(=O)CNC(=O)c1cccs1
2: Cc1ccc(NC(=O)CNC(=O)c2ccco2)c(Cl)c1
3: COC(=O)c1ccc(N2NC(=O)/C(=C/c3cc(OC)c(O)c(OC)c3)C2=O)cc1
4: CC(C)CCN1CCN(Cc2nc(-c3ccccc3)cs2)CC1CCO (stereo unspecified)
5: COc1ccc(/C(=C\Nc2ccc(C)c(C)c2)C(C)=O)cc1OC
6: CCCN=C1N(CC)C[C@@H]2[C@@H]3C(=O)N(Cc4ccccc4)C(=O)[C@@H]3[C@](C)(C(=O)OC)N12
7: CC(=NCCc1c(C)[nH]c2ccc(C)cc12)C1=C(O)CC(c2ccccc2)CC1=O (stereo unspecified)
8: CCC(=O)Nc1nonc1-c1nc2ccccc2n1CCC(C)C

Compound	1	2	3	4	5	6	7	8
AmpC inh no detg	17%	-7%	-37%	-17%	44%	2%	-14%	-17%
AMA1-RON2 inh	-2%	-5%	-11%	-9%	1%	19%	?	10%
Giardia FBPA inh	-7%	4%	?	5%	-3%	.	-4%	7%
Sm TGR inh	-4%	7%	?	2%	11%	.	2%	?
HCMV inh	50	72	-4	2	-35	3	-17	?
AmpC inh detg	-11%	9%	3%	-7%	-6%	.	-1%	?

5 of these compounds, reformatted:
| No. | SMILES | AmpC inh no detg | AMA1-RON2 inh | Giardia FBPA inh | Sm TGR inh | HCMV inh | AmpC inh detg |
| --- | --- | --- | --- | --- | --- | --- | --- |
| 6 | CCCN=C1N(CC)C[C@@H]2[C@@H]3C(=O)N(Cc4ccccc4)C(=O)[C@@H]3[C@](C)(C(=O)OC)N12 | 2% | 19% | . | . | 3 | . |
| 7 | CC(=NCCc1c(C)[nH]c2ccc(C)cc12)C1=C(O)CC(c2ccccc2)CC1=O (stereo unspecified) | -14% | ? | -4% | 2% | -17 | -1% |
| 1 | CCOc1ccccc1N(CC(=O)NC1CCCC1)C(=O)CNC(=O)c1cccs1 | 17% | -2% | -7% | -4% | 50 | -11% |
| 3 | COC(=O)c1ccc(N2NC(=O)/C(=C/c3cc(OC)c(O)c(OC)c3)C2=O)cc1 | -37% | -11% | ? | ? | -4 | 3% |
| 8 | CCC(=O)Nc1nonc1-c1nc2ccccc2n1CCC(C)C | -17% | 10% | 7% | ? | ? | ? |

Further compounds
9: CCOc1ccccc1N1CCN(C(=O)c2ccc(S(=O)(=O)Nc3ccccc3)cc2)CC1
10: Cc1ccc(C(=O)Nc2ccc3oc(-c4cccnc4)nc3c2)c(Cl)c1
11: CN(Cc1ccccc1)C(=O)c1ccc2c(c1)OCO2
12: O=C(N/N=C/c1ccc(Cl)c([N+](=O)[O-])c1)c1cc(-c2ccc3c4c(cccc24)CC3)n[nH]1
13: Cc1c(C(=O)OCC[N+]2(C)CCCCC2)oc2ccccc12
14: Cc1ccc(NC(=O)Cc2ccc(NC(=O)N3CCCCc4ccccc43)cc2)cc1
15: CCOc1ccccc1CN1CCC(O)CC1
16: COc1ccccc1NCC(=O)NC(=O)NC1CCCCC1

Compound	9	10	11	12	13	14	15	16
AmpC inh no detg	41%	.	-17%	-29%	-4%	.	-11%	-17%
AMA1-RON2 inh	-2%	.	2%	19%	3%	.	-12%	-6%
Giardia FBPA inh	.	.	-2%	1%	3%	.	-17%	.
Sm TGR inh	14%	-1%	-21%	11%	7%	?	-15%	.
HCMV inh	?	-7	-18	-74*	-25	3	14	5
AmpC inh detg	9%	0%	0%	?	0%	4%	-2%	.

17: CCN(CC)C(=O)Cn1cc(C(=O)C(=O)N2CCN(Cc3ccc4c(c3)OCO4)CC2)c2ccccc21
18: O=C(NCCC1=CCCCC1)c1cc(S(=O)(=O)N2CCOCC2)ccc1Cl
19: C=C(C)c1cccc(C(C)(C)NC(=O)NCc2ccc(OC)cc2)c1
20: COc1cc(OC)cc(C(=O)NCC(=O)OCc2csc(-c3ccccc3)n2)c1
21: CC(=O)c1ccc(N2CCN(c3ccc(NC(=O)c4ccc(F)cc4)cc3C(=O)O)CC2)cc1
22: CCSc1ncc(Cl)c(C(=O)Nc2c(C(=O)Nc3cccc(C)c3)oc3ccccc23)n1
23: O=C(CCNC(=O)c1ccc(Cl)cc1)NCC(c1ccco1)N1CCCCC1 (stereo unspecified)
24: O=S(=O)(NCc1ccc(F)cc1)c1cc(Br)ccc1Br

Compound	17	18	19	20	21	22	23	24
AmpC inh no detg	199%[activator]	18%	-20%	-25%	.	.	-1%	-2%
AMA1-RON2 inh	7%	-8%	16%	-16%	.	.	10%	13%
Giardia FBPA inh	.	.	5%	1%	.	.	.	.
Sm TGR inh	-17%	-5%	-15%	-8%	0%	-1%	-18%	2%
HCMV inh	-23	?	-35	43	6	37	-23	-33
AmpC inh detg	-7%	-16%	-3%	?	-4%	13%	-8%	5%

25: Cc1cccc(-c2nnc(SCC(=O)N3CCCCC3)o2)c1
26: COc1ccc(C(=O)Cn2c(=O)oc3ccc(C)cc32)cc1
27: O=C(c1ccccc1Cl)N1c2ncnn2C2(CCCCC2)[C@@H]2CCCC[C@@H]21
28: CS(=O)(=O)N(CC(=O)N/N=C/c1ccccn1)c1ccc(Oc2ccccc2)cc1
29: CC(C)N1C(=O)CCC1C(=O)O (stereo unspecified)
30: O=C1N=c2ccccc2=C1c1sc(=S)n(NC(=O)c2ccccc2)c1O
31: C=CCn1c(O)c(N=NC(=S)Nc2ccc(OC)cc2)c2ccccc21
32: O=C(COC(=O)c1ccc[nH]c1=O)NCCc1ccc(Cl)cc1Cl

Compound	25	26	27	28	29	30	31	32
AmpC inh no detg	.	-29%	.	46%	57%	-52%	-24%	-22%
AMA1-RON2 inh	.	-3%	.	46%[activator]	0%	43%[activator]	3%	-6%
Giardia FBPA inh	.	-4%	.	?	0%	-28%	-10%	5%
Sm TGR inh	-2%	-7%	1%	1%	13%	-24%	-7%	4%
HCMV inh	93	?	-14	-1	23	59	-72*	27
AmpC inh detg	7%	-4%	3%	0%	-19%	0%	-9%	8%

33: CCCN1CCN(C(c2cc3cc4c(cc3[nH]c2=O)OCO4)c2nnnn2C(C)(C)C)CC1 (stereo unspecified)
34: O=C(Cc1cccs1)Nc1ccc(F)c(F)c1
35: COc1ccc(C(=O)N2CCN(S(=O)(=O)N3CCOCC3)CC2)cc1OC
36: COc1ccc(C(=O)/C=C/c2ccc(OC)c(COc3ccccc3F)c2)cc1
37: COc1cccc(CNS(=O)(=O)c2ccc(-c3cc(C(F)(F)F)on3)s2)c1
38: NC(=O)c1ccccc1N1CCCCC1
39: Cc1ccc(S(=O)(=O)Nc2nccs2)cc1[N+](=O)[O-]
40: Cc1ccc(C)c(NC(=O)c2cc3ccccn3n2)c1

Compound	33	34	35	36	37	38	39	40
AmpC inh no detg	-17%	-41%	-6%	-16%	.	-4%	-21%	4.5µM*
AMA1-RON2 inh	31%[activator]	1%	3%	-22%	.	8%	-11%	6%
Giardia FBPA inh	0%	12%	2%	0%	.	9%	11%	-8%
Sm TGR inh	-11%[11.4 µM]	0%	-15%	1%	18%	24%	-12%	-2%
HCMV inh	24	-14	26	?	65	-16	-24	-15
AmpC inh detg	-7%	?	0%	?	-1%	4%	-5%	?

41: CC(=O)c1ccc(N2CCN(C(=O)CS(=O)(=O)c3cccc4nsnc34)CC2)cc1
42: O=C(CSc1cccc[n+]1[O-])NCC1CCCCC1
43: O=C(NCc1ccc2c(c1)CCO2)Nc1cccc(C(F)(F)F)c1
44: COc1cccc(-c2noc(-c3cc4ccccc4oc3=O)n2)c1OC
45: CN1C2CCC1CC(NS(=O)(=O)c1ccc(C#N)cc1)C2 (stereo unspecified)
46: O=C(NC(=S)NCc1ccncc1)c1ccccc1
47: CCOc1ccc(S(=O)(=O)NCCCn2ccnc2)cc1NC(C)=O
48: CSc1ccccc1NS(=O)(=O)c1cccc2nonc12

Compound	41	42	43	44	45	46	47	48
AmpC inh no detg	.	-13%	-46%	.	-11%	-11%	-16%	-25%
AMA1-RON2 inh	.	12%	0%	.	11%	21%	-5%	-8%
Giardia FBPA inh	.	0%	-1%	.	.	1%	-6%	.
Sm TGR inh	?	5%	4%	7%	-24%	.	7%	-3%
HCMV inh	8	-8	-14	-33	7	?	-24	0
AmpC inh detg	1%	7%	4%	10%	-7%	3%	2%	-10%

49: O=C(CN1C(=O)COc2ccc(Cl)cc21)Nc1cccc(F)c1
50: C=CCn1cnc2sc(C(=O)Nc3ccccc3OC)c(C)c2c1=O
51: CCOC(=O)Cc1nnc(Nc2ccc(C(=O)NC)cc2)c2ccccc12
52: COc1ccccc1N1CCN(/N=C/c2ccc(OC)c(OC)c2OC)CC1
53: CC(C)c1cc(NC(=O)CSc2nnc(-c3ccccc3F)n2C)on1
54: CCOC(=O)c1ccc(N=C2SC(C(=O)Nc3ccc(C(=O)O)cc3)CC(=O)N2Cc2cccs2)cc1 (stereo unspecified)
55: COCCN(C(=O)c1ccc(-c2ccc(Cl)cc2)o1)c1c(N)n(Cc2ccccc2)c(=O)[nH]c1=O
56: Cc1cc(-c2nnc(SCC(=O)Nc3nccs3)o2)no1

Compound	49	50	51	52	53	54	55	56
AmpC inh no detg	.	-3%	8%	119%[activator]	-12%	-24%	237%[activator]	-28%
AMA1-RON2 inh	.	-20%	-11%	-10%	15%	-10%	2%	-17%
Giardia FBPA inh	.	1%	-13%	-4%	-1%	-4%	.	-7%
Sm TGR inh	20%	4%	1%	-5%	1%	4%	-35%	-7%
HCMV inh	-22	67	?	-32	-3	-71*	-40	27
AmpC inh detg	6%	5%	1%	-1%	-16%	0%	10%	?

57: CCCOc1cc(CC(=O)NCc2ccco2)ccc1OC
58: COc1cccc(CNn2cnnc2)c1OCc1ccc(F)cc1
59: CCCCCC/C(C)=C1/SC(=S)NC1=O
60: C/C(=N\Nc1ccc([N+](=O)[O-])cc1)c1ccc(O)cc1
61: Cc1ccc(CC2C(=O)N(c3ccc(F)cc3)C(=O)C2C)cc1 (stereo unspecified)

Compound	57	58	59	60	61
AmpC inh no detg	-12%	-18%	-45%	-39%	-3%
AMA1-RON2 inh	5%	-6%	28%	1%	-6%
Giardia FBPA inh	10%	-3%	17%	-25%	0%
Sm TGR inh	-19%	3%	0%	-15%	-3%
HCMV inh	7	-6	?	42	4
AmpC inh detg	-2%	10%	-12%	?	?

Compound activity (PubChem BioAssay)
